# Compound activity as filed in PubChem.
# SW480 rereplic: A quantitative high throughput screen for small molecules that induce DNA re-replication in SW480 colon adenocarcinoma cells; actives 1.8% (n = 340,000); Potency, µM (titrated, usually from 46.1 µM), inactives show top-dose re-replication activation, actives largely listed as activators; SW480 DNA re-replication, Hoechst DNA content imaging, 48 h; further: % of control where 0% means no effect; nearly all actives have a fitted effect of over 55% in size
#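 SW480 cells exposed to compounds for 48 hr at 37 C, 5% CO2, then Hoechst-stained 40 min. Nuclear DNA content imaged by fluorescence scanning (405 nm excitation, 500-530 nm emission); re-replication scored as increased high-intensity nuclei.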
# HT1080 IDH1KD tx: qHTS for induction of synthetic lethality in tumor cells producing 2HG: qHTS for the HT-1080-IDH1KD cell line; HT-1080 IDH1 knockdown viability, ATP luminescence, 48 h; Potency, µM (series often up to 46.1 µM), for inactives: top-dose activity, negative = toxicity, usual class: cytotoxic; actives 2% (n = 360,000);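 further: 0% = DMSO wells and -100% = cell-free medium wells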
#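 Assay cells: HT-1080 with IDH1 knockdown, 750 per well, RPMI/5% FBS. Exposure: 48 h at 37 °C following 2 h pre-incubation. Read: CellTiter-Glo luminescence; fitted concentration-response, curve class assigned.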
# GLP1R cytotox: qHTS of GLP-1 Receptor Inverse Agonists: Cytotox Screen | HEK293 cAMP-luciferase reporter cells, luminescence, 24 h | Potency, µM (top dose mostly 38.3 µM), without a hit: at the highest dose activity change, negative = inhibition, hits mostly inhibitors | actives 0.13% (n = 410,000) | AID 624418, 2012;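 further: loss of luciferase light is scored as toxicity; on the % scale 0 is the no-effect control and ±100 the full control effect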
#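 Seeding density was 200 cells/uL; after overnight-length (12 h) culture, 23 nL compounds went on for 24 h at 37 °C. Readout used a luciferase detection reagent, luminescence taken after 12 min at room temperature.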
# TDP-43 yeast inh: qHTS of TDP-43 Inhibitors; Potency, µM (titrated, usually from 46.1 µM), for inactives: top-dose growth rescue (activation), usual class: activators; AID 652104, 2013; TDP-43 expressing yeast growth rescue, BacTiter-Glo, 24 h; actives 1.8% (n = 410,000); further: % of control where 0% means no effect; nearly all actives have a fitted effect of over 50% in size
#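 Yeast expressing TDP-43 (pregrown in raffinose, seeded at OD600=0.02 in galactose medium) exposed to compounds 24 hr at 30 deg C. Growth read by BacTiter-Glo luminescence; rescue of toxicity appears as increased signal.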
# GLP-1R inv ag: qHTS of GLP-1 Receptor Inverse Agonists (Inhibition Mode) | actives 1.6% (n = 410,000) | Potency, µM (top dose mostly 38.3 µM), without a hit: at the top dose activity change, negative = inhibition, actives largely listed as inhibitors | HEK293 GLP-1R CRE-luciferase, luminescence, 24 h; GLP-1R form is constitutively active | AID 624417, 2012; further: on the % scale 0 is the no-effect control and ±100 the full control effect; nearly all actives have a fitted effect of over 55% in size
# Target sequence (P43220 whole entry, looked up): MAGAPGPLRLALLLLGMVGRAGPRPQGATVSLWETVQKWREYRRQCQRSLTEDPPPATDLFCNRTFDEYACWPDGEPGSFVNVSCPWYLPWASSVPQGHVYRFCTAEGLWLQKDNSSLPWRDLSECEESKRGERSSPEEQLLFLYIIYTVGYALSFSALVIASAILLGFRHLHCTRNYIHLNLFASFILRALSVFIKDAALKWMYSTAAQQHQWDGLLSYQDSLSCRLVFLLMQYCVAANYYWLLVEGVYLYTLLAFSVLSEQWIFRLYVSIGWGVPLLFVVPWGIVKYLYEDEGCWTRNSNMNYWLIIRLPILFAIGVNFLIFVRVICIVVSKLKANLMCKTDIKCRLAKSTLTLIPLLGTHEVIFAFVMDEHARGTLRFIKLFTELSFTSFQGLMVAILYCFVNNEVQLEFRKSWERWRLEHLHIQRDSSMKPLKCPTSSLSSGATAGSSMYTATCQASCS
#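 qHTS in 1536-well format: reporter HEK293 cells expressing constitutive GLP-1R activity in DMEM + 10% Nu serum, 24 hr with compounds at 37 deg C, luminescence read after 12 min with detection reagent.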
# KB-3-1 tox: qHTS assay for MDR1-selective chemotherapeutics: Primary screen using the parental adenocarcinoma cell KB-3-1; KB-3-1 viability, CellTiter-Glo ATP luminescence, 72 h; Potency, µM (titrated, usually from 46.1 µM), without a hit: at the highest dose activity change, negative = cytotoxic, actives largely listed as cytotoxic; actives 1.4% (n = 400,000); AID 1347075, 2019; further: on the % scale 0 is the no-effect control and ±100 the full control effect; nearly all actives have a fitted effect of over 60% in size
#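 Luminescent ATP read-out (CellTiter-Glo) measures survival of drug-naive KB-3-1 cells after 72 h compound exposure at 37 °C. Titration series was screened from lowest to highest concentration, with DMSO vehicle plates as background controls.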
# HT1080NT lethal: qHTS for induction of synthetic lethality in tumor cells producing 2HG: qHTS for the HT-1080-NT fibrosarcoma cell line; Potency, µM (series often up to 46.1 µM), inactives show top-dose activity, negative = less viability, actives largely listed as cytotoxic; actives 1.6% (n = 360,000); HT-1080-NT fibrosarcoma viability, CellTiter-Glo ATP luminescence, 48 h;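 further: NT is the 2HG producing partner of a matched IDH1 knockdown line; 0% = DMSO-treated cells and -100% = media-only wells without cells; nearly all actives have a fitted effect of over 55% in size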
#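 Viability of the 2HG-overproducing fibrosarcoma line after 48 hours of compound exposure at 37 degrees C was determined by luminescence with CellTiter-Glo, and concentration-effect curves were then fitted and categorized.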
# KB-V1 cytotox: qHTS assay for MDR1-selective chemotherapeutics: Primary screen using the drug-selected MDR subline cells KB-V1; KB-V1 MDR cells viability, CellTiter-Glo, 72 h; Potency, µM (highest dose often 46.1 µM), for inactives: top-dose activity change, negative = cytotoxicity, hits mostly cytotoxic; actives 3.4% (n = 400,000); further: on the % scale 0 is the no-effect control and ±100 the full control effect; nearly all actives have a fitted effect of over 60% in size
#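 Luminescent ATP read-out (CellTiter-Glo, 10 min) measures survival of drug-selected KB-V1 MDR cells after 72 h, 37 degrees C compound exposure. Medium: phenol-red-free DMEM, 10% FBS. Values from fitted concentration-response curves.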
# GLP-1R agonist: qHTS of GLP-1 Receptor Agonists | AID 624172, 2012 | actives 0.007% (n = 380,000) | HEK293 GLP-1R CRE-luciferase, luminescence, 4-6 h; cells express a hypersensitive GLP-1R form | Potency, µM (series often up to 45.6 µM), for inactives: top-dose activation, usual class: activators; further: % of control where 0% means no effect
# An asterisk follows results filed as active; ? = inconclusive; . = no result given; & = joins results of further samples; [ ] = dose if it differs, or a comment. The call rests on the fitted dose curve; in most records, active means well fitted curve in the direction sought with a large enough effect; inconclusive means small, poorly fitted or top-dose-only effect, or another doubt; inactive means no such curve, though single readings can be large; an effect the other way counts as inactive or inconclusive. Potency means the concentration at half of the fitted maximal effect. The order is random. About 9.4% of those tested had a hit in this group.
SMILES,SW480 rereplic,HT1080 IDH1KD tx,GLP1R cytotox,TDP-43 yeast inh,GLP-1R inv ag,KB-3-1 tox,HT1080NT lethal,KB-V1 cytotox,GLP-1R agonist
C[C@@H]1CC[C@]2(C(=O)O[C@@H]3O[C@H](CO)[C@@H](O)[C@H](O)[C@H]3O)CC[C@]3(C)C(=CCC4[C@@]5(C)C[C@@H](O)[C@H](O)[C@@](C)(C(=O)O[C@@H]6[C@H](O)C[C@@]7(C)C(CC[C@]8(C)C7CC=C7[C@H]9[C@](C(=O)O[C@@H]%10O[C@H](CO)[C@@H](O)[C@H](O)[C@H]%10O)(CC[C@@H](C)[C@@]9(C)O)CC[C@]78C)[C@@]6(CO)C(=O)O)C5CC[C@]43C)[C@@H]2[C@]1(C)O (some centres undefined),?,7%,-2%,12%,10%,0%,11%,0%,-6%
CC(=O)N1CCOc2ccc(S(=O)(=O)NC(C)c3ccccc3)cc21 (centres undefined),13%,0%,13%,-8%,0%,6%,19%,-7%,0%
CNC(=O)c1sc(=S)n(-c2ccc(OC)cc2)c1N,1%,0%,-4%,-3%,-2%,14%,-1%,?,5%
CCN(CC)CCOC(=O)c1ccc2c(c1)OCCO2,3%,3%,1%,-15%,-11%,1%,0%,-2%,2%
COc1ccc(CN(Cc2nc3ccccc3c(=O)[nH]2)C(=O)c2ccco2)cc1,1%,-12%,-3%,-13%,4%,13%,-29%,?,4%
O=C(C[C@H]1C(=O)N(c2ccc(Br)cc2)C[C@@H]1Cc1ccccc1)Nc1ccccc1,.,-2%,-14%,-9%,?,-22%,0%,-7%,-5%
COC(=O)c1cc(C(=O)Nc2cccc(C)n2)cc([N+](=O)[O-])c1,-5%,20%,-7%,26%,0%,7%,8%,-9%,-7%
Nc1nc2ccccc2n1/N=C/c1ccc(-c2ccccc2)o1,?,-11%,-28%,15%,?,?,-14%,21µM*,-1%
O=C(Cn1c(=O)c2c(ncn2Cc2ccccc2)n(Cc2ccccc2)c1=O)N1CCCC1,-2%,-4%,-13%,19%,-1%,-8%,-7%,-3%,-2%
CCOc1ccc2nc(COC(=O)c3ccncc3)c(C(=O)c3ccccc3)[n+]([O-])c2c1,8%,7%,8%,14%,-19%,6%,11%,-5%,-7%
CCC(C)(C)NC(=O)CCCSc1nc2ccccc2s1,-69%[inhibitor],-10%,13%,6%,?,0%,-1%,-13%,12%
COC(=O)CNC(c1ccccc1)c1cc(C)ccc1NC(=O)CNC(=O)OCc1ccccc1 (centres undefined),0%,?,-23%,0%,?,13%,?,?,7%
CCC(=O)OCC(=O)c1c(N)n(Cc2ccccc2)c(=O)n(C)c1=O,1%,-3%,13%,-7%,1%,-21%,-1%,-9%,2%
COc1ccc(-c2cc(C(F)(F)F)n3nc(C(=O)OC(C)C)cc3n2)cc1,.,.,9%,17%,27%,-8%,.,-2%,.
CCCCn1c(N)c(N(CCOC)C(=O)c2ccc(S(=O)(=O)N(CC)c3ccccc3)cc2)c(=O)[nH]c1=O,-21%,0%,2%,8%,16%,-3%,-2%,19%,10%
CSc1ccc(CCNC(=O)CS(=O)(=O)Cc2nc(-c3ccccc3F)oc2C)cc1,-10%,0%,4%,-10%,10%,10%,-6%,-1%,-1%
COc1ccc(S(=O)(=O)N2CCCC(C(=O)N3CCN(C)CC3)C2)cc1Cl (centres undefined),-1%,4%,-3%,11%,3%,5%,-1%,?,-7%
O=C(CSc1n[nH]c(-c2ccccc2)n1)NCCc1ccccc1,.,.,-6%,14%,-18%,-19%,.,0%,.
O=C(Nc1ccc(S(=O)(=O)NC2=NCCCCC2)cc1)c1cccs1,-6%,14%,-4%,12%,6%,-1%,-1%,6%,6%
COc1ccc(C)cc1Nc1n[n+](-c2ccccc2)c(-c2ccc(OC)c(OC)c2OC)s1,0%,?,-1%,19%,-25%,?,?,-1%,4%
COCCNC(C)C(=O)Nc1ccc(Br)cc1 (centres undefined),10%,6%,6%,-21%,-1%,2%,3%,0%,-4%
CCN1CCN(C(=O)c2ccc(N3CC4CC(C3)c3cccc(=O)n3C4)c([N+](=O)[O-])c2)CC1 (centres undefined),0%,15%,11%,-27%,6%,1%,24%,-2%,0%
N#C/C(=C(/O)COC(=O)CCc1ccc(S(=O)(=O)N2CCOCC2)cc1)c1nc2ccccc2[nH]1,0%,4%,?,2%,?,13%,10%,14%,-5%
Cc1ccc(C(=O)OCC(=O)N(C)c2ccccc2)c(C)c1,?,6%,?,11%,?,-1%,10%,-9%,11%
CC1(C)O[C@@H]2C[C@H]3[C@@H]4C[C@H](F)C5=CC(=O)C=C[C@]5(C)[C@H]4[C@@H](O)C[C@]3(C)[C@]2(C(=O)CO)O1,-90%[inhibitor],?,-5%,23%,-31%,0%,16%,-1%,5%
Cc1cc(C)cc(OCC(=O)OCc2nnc(-c3ccccc3)o2)c1,-4%,5%,3%,13%,-3%,-1%,11%,3%,3%
Cc1ccc(C2Nc3ccccc3C(=O)N2CCN2CCNC2=O)cc1 (centres undefined),-5%,17%,3%,-13%,4%,-2%,8%,-19%,6%
COC(=O)c1ccc(CNC(=O)Cn2cc(C)c(=O)[nH]c2=O)cc1,-7%,3%,3%,8%,17%,0%,5%,0%,-6%
Cc1nc2ccccc2n1CC(=O)NCc1ccccc1,1%,-28%,-14%,-23%,2%,?,-17%,6.5µM*,-13%
Cc1sc2ncnc(N3CCCCC3)c2c1C,-2%,-21%,2%,0%,51%[activator],-9%,-24%,-27%,5%
CCOc1cc(/C=C/C(=O)O)ccc1OCc1ccccc1,-5%,-17%,-4%,12%,9%,-4%,-16%,?,12%
O=C(NCC1CCCO1)c1cccnc1Nc1ccccc1F (centres undefined),2%,3%,-15%,14%,0%,0%,1%,-14%,3%
O=C(Nc1ccccc1)NC1(C(=O)NCc2ccco2)CCCCC1,0%,9%,?,-4%,?,-1%,-2%,?,-19%
N#C/C(=C\Nc1ccccc1SC(F)(F)F)c1nc(-c2ccccc2)cs1,-5%,7%,-7%,6%,14%,7%,7%,0%,11%
Cc1cccc(-c2nnc(SCc3ccccc3)o2)c1,0%,0%,13%,11µM*,?,0%,13%,-1%,3%
O=C(NC1CCC(O)CC1)c1cc(-c2ccco2)nc2ccccc12 (centres undefined),-16%,-1%,17%,21%,4%,15%,-4%,?,-4%

# In a second layout: results already given.
canonical_smiles | SW480 rereplic | HT1080 IDH1KD tx | GLP1R cytotox | TDP-43 yeast inh | GLP-1R inv ag | KB-3-1 tox | HT1080NT lethal | KB-V1 cytotox | GLP-1R agonist
COC(=O)c1ccc(CNC(=O)Cn2cc(C)c(=O)[nH]c2=O)cc1 | -7% | 3% | 3% | 8% | 17% | 0% | 5% | 0% | -6%
Cc1nc2ccccc2n1CC(=O)NCc1ccccc1 | 1% | -28% | -14% | -23% | 2% | ? | -17% | 6.5µM* | -13%
Cc1sc2ncnc(N3CCCCC3)c2c1C | -2% | -21% | 2% | 0% | 51%[activator] | -9% | -24% | -27% | 5%

# The results go on:
SMILES,SW480 rereplic,HT1080 IDH1KD tx,GLP1R cytotox,TDP-43 yeast inh,GLP-1R inv ag,KB-3-1 tox,HT1080NT lethal,KB-V1 cytotox,GLP-1R agonist
Cc1cc(C)c(NC(=O)CCCn2c(=O)oc3ccccc32)c(C)c1,-18%,-2%,3%,1%,0%,0%,0%,-8%,-4%
COC(=O)C[C@H]1C=C[C@H](NC(=O)C2CCOCC2)[C@@H](CO)O1,.,18%,0%,13%,16%,8%,13%,10%,.
CC(=O)N1CCCc2cc(S(=O)(=O)N3CCCC(C(=O)Nc4cccc(Cl)c4C)C3)ccc21 (centres undefined),.,.,0%,11%,-1%,-16%,.,-29%,.
COC(=O)C(Cc1ccccc1)NC(=O)CC(C)CC(=O)Nc1ccc(OC)cc1OC (centres undefined),-17%,6%,4%,14%,15%,14%,-2%,-6%,-4%
CC1=CC(=O)Nc2ncccc2O1,.,-18%,?,16%,?,-17%,-30%,-22%,-5%
Cc1cc(C)cc(C(=O)Nc2cccc(NC(=O)c3ccco3)c2)c1,-4%,-1%,-1%,?,?,16%,0%,?,1%
C=CCCC1CN(CCCC)S(=O)(=O)c2c(F)cccc2O1 (centres undefined),26%,-2%,13%,30%,?,-1%,9%,-7%,1%
CC1(C(=O)NS(=O)(=O)c2cccc(F)c2)CCN1C(=O)Cc1cccs1 (centres undefined),.,17%,9%,-4%,-1%,0%,6%,-1%,-3%
CCCCNC(=O)N(O)C1N(/N=C/c2cccs2)C(=S)SC1(C)C (centres undefined),-13%,-2%,-5%,-33%[1.82 µM],-25%,-2%,-2%,-7%,5%
CN(CCCNC(=O)COc1cc(=O)n(C)c2ccccc12)Cc1ccccc1,-14%,3%,-61%,-1%,-9%,?,5%,0%,9%
COC(=O)c1ccc(-n2c(CCC(=O)O)ccc2-c2ccc(C)cc2)cc1,-6%,-8%,4%&4%,-13%&4%,-19%&5%,-8%&10%,-8%,-17%&-6%,0%
O=C(NC1CCS(=O)(=O)C1)C1CCCC1 (centres undefined),-6%,10%,6%,14%,6%,1%,-3%,5%,-13%
S=c1[nH]nc(-c2cccs2)n1/N=C/c1cn(-c2ccccc2)nc1-c1ccccc1,-7%,?,-7%,28%,-21%,-22%,-22%,-18%,8%
COc1ccccc1C(C(=O)NCc1ccc(F)cc1)N(C(=O)c1csnn1)C1CC1 (centres undefined),1%,0%,-25%,4%,-27%,0%,2%,-24%,2%
O=C(Nc1cccc(-c2ccccc2)c1)N1CCN(C(=O)Nc2cccc(-c3ccccc3)c2)CC1,-8%,2%,20%,-30%[inhibitor],8%,-5%,-2%,4%,2%
CCOc1ccc(S(=O)(=O)Nc2ccccc2SC)c2cccnc12,2%,-12%,-6%,2%,8%,6%,-1%,-23%,4%
